# Source: PubChem (National Center for Advancing Translational Sciences (NCATS))
# Sm TGR inh: S. mansoni TGR enzyme inhibition. Q962Y6. purified TGR, DTNB reduction, TNB absorbance 405 nm. Potency, µM (highest dose often 114 µM), for inactives: top-dose activity change, negative = inhibition, hits mostly inhibitors. 3% of 360,000 active. AID 485364; also: potency is read from the fitted curve at half-maximal effect; nearly all actives have a fitted effect of over 60% in size
#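 TGR 20 nM + NADPH 100 uM (dispensed conc.), cpd preinc 15 min RT; start with NADPH (500 uM addition) then DTNB (15 mM addition). Kinetic TNB absorbance, 405 nm filter. Four-parameter Hill fit across titration.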
# AmpC detergent: AmpC beta-lactamase inhibition with detergent present | P00811 | Potency, µM (highest dose often 114 µM), for inactives: at the top dose activity change, negative = inhibition, usual class: inhibitors | AmpC hydrolysis of nitrocefin, absorbance 480 nm, 0.01% Triton | 0.041% of 370,000 active | AID 485294;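 also: potency is read from the fitted curve at half-maximal effect; 0% = no-compound wells and -100% = no-enzyme wells; nearly all actives have a fitted effect of over 25% in size; some results filed as inactive show a strong effect at the top dose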
# Target sequence (P00811 whole entry, looked up): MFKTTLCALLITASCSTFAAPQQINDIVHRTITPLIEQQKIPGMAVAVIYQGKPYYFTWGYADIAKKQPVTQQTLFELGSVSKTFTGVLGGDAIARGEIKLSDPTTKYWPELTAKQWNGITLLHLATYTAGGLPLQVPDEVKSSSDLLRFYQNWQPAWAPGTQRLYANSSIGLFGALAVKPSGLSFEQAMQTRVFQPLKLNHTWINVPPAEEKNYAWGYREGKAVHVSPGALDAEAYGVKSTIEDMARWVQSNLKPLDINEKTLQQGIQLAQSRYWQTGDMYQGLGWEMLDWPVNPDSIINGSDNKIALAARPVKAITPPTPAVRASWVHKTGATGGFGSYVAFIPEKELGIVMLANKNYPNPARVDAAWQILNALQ
#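 AmpC (5.3 nM in the dispensed reagent) in 20 mM phosphate pH 7.0 with 0.01% (detergent screen) or 0.0001% Triton X-100 was preincubated with compounds for 15 min at room temperature. Nitrocefin was then added from an 800 uM solution, and hydrolysis was followed at 480 nm.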
# AMA1 RON2 block: disrupts binding of P. falciparum AMA1 to RON2; AID 720542; 0.2% of 360,000 active; AlphaScreen AMA1-biotinylated RON2 peptide binding; Potency, µM (top dose mostly 58.2 µM), without a hit: at the highest dose activity change, negative = inhibition, usual class: inhibitors;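 also: potency is read from the fitted curve at half-maximal effect; 0% = vehicle wells and -100% = peptide control; nearly all actives have a fitted effect of over 45% in size; some results filed as inactive show a strong effect at the top dose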
#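 AMA1 (3D7) with his tag at 25 nM final met compounds first, then biotinylated RON2 peptide at 25 nM; detection used donor plus acceptor beads, 10 µg/mL apiece, read by AlphaScreen after 30 min at room temperature.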
# Giardia FBPA inh: inhibitors of Giardia lamblia fructose-1,6-bisphosphate aldolase. Potency, µM (doses to about 59.6 µM), without a hit: at the highest dose activity, negative = inhibition, hits mostly inhibitors. A8B2U2. 0.71% of 290,000 active. purified Giardia FBPA; also: potency is read from the fitted curve at half-maximal effect; nearly all actives have a fitted effect of over 55% in size
# Target sequence (A8B2U2 whole entry, looked up): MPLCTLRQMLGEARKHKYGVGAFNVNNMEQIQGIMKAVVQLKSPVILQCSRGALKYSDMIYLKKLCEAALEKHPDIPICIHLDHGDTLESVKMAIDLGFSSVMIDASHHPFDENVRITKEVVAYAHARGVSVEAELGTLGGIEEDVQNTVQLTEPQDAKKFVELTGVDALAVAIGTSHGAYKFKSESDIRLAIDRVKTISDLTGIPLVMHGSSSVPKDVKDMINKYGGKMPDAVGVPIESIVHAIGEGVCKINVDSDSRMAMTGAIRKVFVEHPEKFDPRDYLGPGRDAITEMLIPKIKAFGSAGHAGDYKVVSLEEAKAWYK
#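 40 nM FBPA preincubated 10 min at RT with compound (up to 57.5 uM final), then substrate plus GAPDH/TPI/NAD/arsenate coupling and diaphorase/resazurin added. Fluorescence read after 20 min at RT, 525/598 nm.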
# HCV inhibitor: blocks hepatitis C virus. Huh7.5.1 HCVcc-Cre infection, luciferase reporter, 44 h. Potency, µM (doses to about 41.8 µM), for inactives: top-dose activity change, negative = inhibition, hits mostly inhibitors. 3.4% of 340,000 active. AID 651820; also: potency is read from the fitted curve at half-maximal effect
#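 Infectious HCVcc-Cre (~0.5 moi) was added to cells just after compound, with cells seeded 4 h earlier at 1,000 per well. Luciferase activity after 44 h culture reported infection; substrate was incubated 15 min at room temperature before reading.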
# HCMV inh: blocks human cytomegalovirus replication; 4.5% of 410,000 active; activity change, negative = inhibition, % at 57.5 µM; HFF cells, HCMV-luciferase reporter, 72 h; stronger effect = lower value; in the data active = activity change below about -60%; inconclusive = no clear call, values can overlap the other calls; inactive = above about -39%
#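 Two-dose cell screen: HFF monolayers treated with compounds and infected with luciferase-expressing HCMV at 1 PFU/cell, 72 h at 37C, then lysed for luciferase measurement.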
# * hit, by the source's call; u = inconclusive; x = not tested or not shown; & = joins results of further samples; [ ] = dose if it differs, or a comment. Unless noted, calls follow the shape of the dose curve; as a rule, active = well fitted curve in the direction sought with a large enough effect; inconclusive = small, poorly fitted or top-dose-only effect, or another doubt; inactive = no such curve, though single readings can be large; an effect the other way counts as inactive or inconclusive. Unless noted, % is scaled to controls: 0 for no effect and ±100 for the full control effect. Compounds were not picked by outcome. Share with any hit: about 9.3%.
SMILES,Sm TGR inh,AmpC detergent,AMA1 RON2 block,Giardia FBPA inh,HCV inhibitor,HCMV inh
COc1ccccc1NC(=O)c1c(NCc2ccc(C)o2)sc2c1CCC(C)C2 (configuration not stated),32µM*,17%,x,x,x,0
CC1CCCCN1CC(=O)c1c[nH]c2ccccc12 (configuration not stated),-31%,0%,0%,-11%,19%,7
O=C(O)c1c2c(nc3ccc(S(=O)(=O)N4CCC(C(=O)N5CCCCC5)CC4)cc13)CCCC2,0%,-12%,24%,-1%,11%,20
Cc1cccc2sc(NC(=O)CN3C(=O)NC4(CCCC4)C3=O)nc12,5%,u,2%,1%,u,30
Cc1ccc(CNC(=O)C2CCN(C(=O)c3cnn(-c4ccccc4)c3-n3cccc3)CC2)cc1,-2%,-2%,x,x,x,43
CC(=O)c1ccc(OCc2cc(=O)n3ccsc3n2)cc1,3%,2%,10%,-23%,u,128
Cc1cccnc1NC(=O)CCCNC(=O)c1ccc(Cl)cc1,7%,-7%,6%,x,43%[activator],12
CC(=O)c1cccc(NC(=O)NC(C)c2ccncc2)c1 (configuration not stated),-27%,u,32%[activator],5%,-29%,-2
COc1cc(C2C(C#N)=C(N)OC3=C2C(=O)CCC3)ccc1OC(=O)N1CCOCC1 (configuration not stated),-12%,-13%,8%,-6%,14%&8%,-27
Cc1ccc(C(=O)N2CCN(S(=O)(=O)N3CCCCCC3)CC2)cc1,-1%,-2%,5%,3%,18%,-9
COc1ccccc1CCNC(=O)/C(=C/c1cccnc1)NC(=O)c1ccccc1,u,-13%,0%,2%,-7%,-14
Cc1ccc(S(=O)(=O)N2CCc3ccccc3C2CN2C(=O)c3ccccc3C2=O)cc1 (configuration not stated),2%,-3%,10%,-4%,3%,0
Cc1cc2c(cc1C)CSC(c1ccc3ccccc3c1O)SC2,-21%,-15%,-12%,-6%,-14%,15
COc1ccccc1C(CC(N)=O)c1ccco1 (configuration not stated),-6%,2%,-3%,0%,1%,-3
C/C(CCC(C)C)=N\NC(=S)Nc1cc(S(=O)(=O)N2CCOCC2)ccc1N1CCOCC1,2%,-13%,29%,-13%,-2%,-9
Cc1ccc(S(=O)(=O)Nc2cccc(C(=O)N3CCOCC3)c2)cc1,-1%,-8%,9%,-6%,-9%,u
Cn1cc(CC(=O)NCCN2CCOCC2)c2ccccc21,u,6%,-8%,1%,u,-7
Cc1ccccc1C1CC(c2ccccc2)Nc2ncnn21 (configuration not stated),0%,u,16%,-28%,-1%,1
Cc1nonc1C(=O)N/N=C/c1ccc([N+](=O)[O-])o1,45µM*,u,19%,u,u,u
CCOc1ncccc1C(=O)NCCc1ccc(S(N)(=O)=O)cc1,6%,2%,0%,-4%,-14%,-67*
Cc1cc(C)nc(SCc2nnc(SCC(=O)Nc3ccc(C)c(C)c3)o2)n1,0%,u,-4%,6%,21%,6
O=C(c1ccco1)N1CCN(Cc2ccc(Br)cc2)CC1,u,0%,-8%,10%,0%,x
COc1ccc(N2CCN(C(C)C(=O)Nc3nnc(C)s3)CC2)cc1 (configuration not stated),0%,2%,12%,-11%,4%,24
Cc1ccc(C(=O)CSc2nnc(-c3ccco3)n2C)cc1,x,-6%,20%,0%,-3%,-38
NNC(=O)c1cccnc1Oc1ccccc1,15%,3%,85%[activator],1%,15%,51
COc1ccc(C(=O)OCC(=O)c2ccc(Br)s2)c(OC)c1,0%,-14%,8%,x,-1%,-34
O=C(NCc1ccco1)C1CCCCC1,x,-15%,0%,0%,21%,u
Cc1cc(C)cc(OCC(=O)Nc2ccc(-c3nc4ncccc4o3)cc2C)c1,10%,2%,x,x,x,22
CC(=O)NS(=O)(=O)c1ccc(NC(=O)c2cccc3ccccc23)cc1,x,x,3%,x,3%,53
CCC12CN(S(=O)(=O)c3ccc(C)cc3)CC(CC)(CN(S(=O)(=O)c3ccc(C)cc3)C1)C2=O,-9%,1%,-1%,-1%,-12%,2
CC(=O)c1cccc(NC(=O)CCc2c(C)nc3c(c(C)nn3-c3ccccc3)c2C)c1,-1%,18%,x,x,x,-12
COc1cccc(C2CC(=O)Nc3c2ccc(C)c3C)c1OC (configuration not stated),0%,14%,x,x,x,-22
CC(=O)c1ccccc1OCC(O)Cn1c(CO)nc2ccccc21 (configuration not stated),-1%,2%,x,x,x,3
CCOc1cccc2sc(NC(=O)c3ccc(S(=O)(=O)N4CCCCC4C)cc3)nc12 (configuration not stated),3%,-5%,x,x,x,0
CCOc1ccc(N2C(=O)c3cccnc3C2=O)cc1,2%,1%,-11%,0%,0%,-12
Cc1ccc2c(c1)c(CC(=O)Nc1ccc(F)cc1)c(C(=O)O)n2C,0%,-15%,-1%,9%,30%,43
CC(=O)c1ccc2c3c(cccc13)CC2,4%,-8%,8%,-11%,-15%,13
CC(=O)c1c(C)[nH]c(C(=O)CN2CCN(S(=O)(=O)c3ccccc3F)CC2)c1C,x,x,14%,x,3%,u
O=C(COC(=O)c1n[nH]c2ccccc12)NC(=O)NC1CCCCC1,-25%,-14%,-7%,1%,-2%,132
CCCC[C@@H]1CNC(=S)N1CCC12CC3CC(CC(C3)C1)C2,-4%,0%,13%,6%,-13%,u

# 5 records drawn at random from the list so far, as already listed:
SMILES,Sm TGR inh,AmpC detergent,AMA1 RON2 block,Giardia FBPA inh,HCV inhibitor,HCMV inh
COc1ccccc1C(CC(N)=O)c1ccco1 (configuration not stated),-6%,2%,-3%,0%,1%,-3
C/C(CCC(C)C)=N\NC(=S)Nc1cc(S(=O)(=O)N2CCOCC2)ccc1N1CCOCC1,2%,-13%,29%,-13%,-2%,-9
Cc1ccc(S(=O)(=O)Nc2cccc(C(=O)N3CCOCC3)c2)cc1,-1%,-8%,9%,-6%,-9%,u
COc1cc(C2C(C#N)=C(N)OC3=C2C(=O)CCC3)ccc1OC(=O)N1CCOCC1 (configuration not stated),-12%,-13%,8%,-6%,14%&8%,-27
Cc1ccc(C(=O)N2CCN(S(=O)(=O)N3CCCCCC3)CC2)cc1,-1%,-2%,5%,3%,18%,-9

# Single records, as listed above. Values in the order: Sm TGR inh, AmpC detergent, AMA1 RON2 block, Giardia FBPA inh, HCV inhibitor, HCMV inh
# Results for O=C(COC(=O)c1n[nH]c2ccccc12)NC(=O)NC1CCCCC1 → -25%, -14%, -7%, 1%, -2%, 132
# Results for O=C(c1ccco1)N1CCN(Cc2ccc(Br)cc2)CC1 → u, 0%, -8%, 10%, 0%, x
# Results for CCOc1cccc2sc(NC(=O)c3ccc(S(=O)(=O)N4CCCCC4C)cc3)nc12 (configuration not stated) → 3%, -5%, x, x, x, 0
# Results for COc1ccc(N2CCN(C(C)C(=O)Nc3nnc(C)s3)CC2)cc1 (configuration not stated) → 0%, 2%, 12%, -11%, 4%, 24
# Results for CC(=O)c1ccccc1OCC(O)Cn1c(CO)nc2ccccc21 (configuration not stated) → -1%, 2%, x, x, x, 3

# Following part:
SMILES,Sm TGR inh,AmpC detergent,AMA1 RON2 block,Giardia FBPA inh,HCV inhibitor,HCMV inh
CCC(=O)Nc1c(-c2ccccc2Cl)c(=O)c2ccccc2n1CC,-6%,2%,6%,16%,14%,16
COc1ccc(S(=O)(=O)NCC2CCCN(C(=O)CCSC)C2)cc1 (configuration not stated),-3%,-17%,-4%,3%,-5%,11
N#CCCN(C(=O)COC(=O)c1cc2ccccc2oc1=O)c1ccccc1,-8%,-16%,26%[11.6 µM],x,23%,-10
CC1=NN(c2cccc(C(=O)O)c2)C(=O)/C1=C\C=C\c1ccco1,u,4%,0%,-28%,10%,-36
COc1ccc2[nH]cc(S(=O)(=O)c3ccc(F)cc3)c(=O)c2c1,-35%,-9%,0%,0%,u,4
CC1=C(C(=O)OC(C)C)C(c2ccc(Br)s2)NC(=O)N1 (configuration not stated),0%,-10%,-4%,-4%,-2%,5
CC1CCCCN1C(=O)Cn1cnc2cc([N+](=O)[O-])ccc2c1=O (configuration not stated),-18%,-12%,3%,-4%,20%,7
C=CCn1c(-c2cccc(OC)c2OC)n[nH]c1=S,2%,7%,17%,u,u,-70*
O=C(COC(=O)CNC(=O)c1ccccc1F)Nc1ccc2c(c1)OCCO2,-8%,-12%,5%,1%,31%[activator],6
O=C(CSc1nnc(-c2ccncc2)o1)c1cccc([N+](=O)[O-])c1,7%,-3%,7%,-9%,-13%,11
CCOC(=O)c1noc2ncnc(N3CCN(c4ccccc4OC)CC3)c12,4%,28%,x,x,x,-9
Cc1cccc(N2CCN(S(=O)(=O)c3cc(C(=O)Nc4ccccc4Cl)ccc3F)CC2)c1C,0%,3%,x,x,x,u
O=C1CCCc2c1[nH]c1c(Br)cccc21,3%,-13%,2%,1%,-18%,-16
O=C(Cn1c(=O)sc2ccccc21)NCCOc1ccccc1F,-8%,u,9%,0%,1%,-31
C/C(=N\N=C1\NC(=O)C(CC(=O)O)S1)c1ccccn1 (configuration not stated),5%,3%,25%,u,10%,-8
COc1ccccc1CNC(=O)COC(=O)c1cnccn1,19%,-4%,0%,3%,17%,2
CN(C)CCN(C(=O)c1ccc(S(=O)(=O)N2CCCC2)cc1)c1nc2ccc(Br)cc2s1,-11%,2%,-4%,x,-29%,-5
NC(=O)CSc1nc(C23CC4CC(CC(C4)C2)C3)nc2ccccc12,4%,-2%,-3%,1%,3%,-36
COC(=O)C1=C(C)N(Cc2ccccc2)C(=NCCc2cccnc2)N[C@H]1c1ccccc1,14%&0%,u,1%,-14%&-8%,-1%,x
N#C/C(=C\c1c(N2CCC(C(N)=O)CC2)nc2ccccn2c1=O)C(=O)NCc1ccco1,-25%,u,-6%,-1%,5%,-6
Cc1ccc(OCCCC(=O)Nc2nc3ccccc3[nH]2)cc1,-12%,u,24%,4%,-14%,5
Cc1ccc(C2=CC(c3ccccc3C)n3c(nc4ccccc43)N2)cc1 (configuration not stated),-5%,-3%,x,x,x,31
C[C@@H]1CN([C@H](C)CO)C(=O)Cc2cc(NC(=O)CCC(F)(F)F)ccc2O[C@@H]1CN(C)C(=O)NC1CCCCC1,x,x,13%,x,9%,-13
CCNC(=S)N1CCN(Cc2ccccc2)CC1,3%,-9%,u,u,8%,u
COc1ccc(CCNC(=O)c2ccc3c(c2)N(Cc2ccc(F)cc2)C(=O)CS3)cc1OC,1%,19%,x,x,x,-66*
Cc1cc(C)n2nc(C(=O)OCC(=O)N(Cc3ccccc3)C(C)C)nc2n1,-2%,u,13%,x,-16%,-14
O=C(O)CCN1C(=O)CC2(CCCCC2)C1=O,-14%,-7%,-2%,10%,-14%,16
C=C(C)c1nc(Oc2ccccc2)nc(Oc2ccccc2)n1,x,x,36%[activator],x,u,141
CC(C)C[C@@H](CN1CCCC1CN1C(=S)NC[C@@H]1Cc1ccc(O)cc1)N1C[C@H](Cc2ccc(O)cc2)N(CC2CCCCCC2)C1=S (some centres not stated),x,x,12%,x,u,-90*
COC(=O)c1cc(/C=C/c2ccccc2)on1,-23%,u,8%,-1%,13%,-18
